AID2073 = disruptors of CaV2.2 binding to Mint1 – biochemical, HTRF (AID 2073); one-dose inhibition, % at 20 µM; IC50 in µM for titrated hits; HTRF protein-protein interaction, Mint1-CaV2.2; higher % means a stronger effect; 290,000 compounds, 0.19% hits; in the data active = inhibition mostly above about 51%, no sharp cut-off; inconclusive = no clear call, values can overlap the other calls; inactive = mostly below about 53%; note: some results filed as inactive read as strong as hits
HIV peptide binding = cell-free HIV fusion peptide-binding blockers – biochemical, uHTS, fluorescence dequenching, primary screen (AID 1986). cell-free peptide binding, fluorescence dequenching, 30 min; higher % means a stronger effect. inhibition, % at 20 µM; hits with a dose series show IC50 in µM. 290,000 compounds, 0.3% hits; in the data active = inhibition mostly above about 52%, no sharp cut-off; inactive = mostly below about 76%; note: some results filed as inactive read as strong as hits
Large T inhibition = TAg ATPase/helicase activity blockers – biochemical (AID 1903); 310,000 compounds, 0.39% hits; inhibition, % at 20 µM; hits with a dose series show IC50 in µM; SV40 large T antigen ATPase/helicase inhibition assay; higher % means a stronger effect; in the data active = a potency from the dose series; inconclusive = inhibition mostly from about 32% at the one dose, without a potency; inactive = the rest, 99 in 100 with inhibition below about 32%; note: strong numbers were not always called active
LYP phosphatase = inhibitors of LYP phosphatase, biochemical, fluorescence intensity, uHTS (AID 1779); recombinant LYP phosphatase, fluorescence intensity; higher % means a stronger effect; inhibition, % at 11.5 µM, or IC50 in µM where a hit was titrated; 290,000 compounds, 0.054% hits; in the data active = inhibition above about 50%;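 note: plate controls were vehicle with enzyme for no effect and no enzyme for full effect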
Dengue-2 NS5 capping = Dengue-2 NS5 methyltransferase inhibitors, primary screen, biochemical, confirmation dose response (AID 588689). 340,000 compounds, 0.3% hits. one-dose inhibition, % at 25 µM; IC50 in µM for titrated hits. Dengue-2 NS5 methyltransferase capping enzyme assay, biochemical; higher % means a stronger effect; in the data active = a potency from the dose series; inconclusive = inhibition above about 29% without an active follow-up result
RSV CPE inhibition = inhibition of RSV-induced cytopathic effect – HEp-2 cells, primary 10 µM value included (AID 2391); 310,000 compounds, 0.13% hits; CPE inhibition, % at 10 µM, or IC50 in µM where a hit was titrated; HEp-2 cells, RSV-induced CPE inhibition; higher % means a stronger effect; in the data active = a potency from the dose series; inconclusive = CPE inhibition mostly from about 23% at the one dose, without a potency; inactive = the rest, 99 in 100 with CPE inhibition below about 21%; note: strong numbers were not always called active
SIAH1 antagonists = Siah-1 peptide-binding antagonists, primary screen, biochemical, fluorescence polarization, rhodamine-plectin, uHTS (AID 1817); displacement, % at 20 µM, or IC50 in µM where a hit was titrated; 290,000 compounds, 0.02% hits; Siah-1 / rhodamine-plectin peptide fluorescence polarization; higher % means a stronger effect;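 active = displacement of at least 50% at 20 µM, with a fluorescence ratio check between 0.3 and a set limit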;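 note: plate controls were Siah plus tracer with DMSO for no effect and tracer alone without Siah for full effect; strong numbers were not always called active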
XIAP displacement = XIAP antagonists, biochemical, IAP family, fluorescence polarization (AID 1018). XIAP BIR domain, fluorescence polarization peptide displacement; higher % means a stronger effect. displacement, % at 20 µM, or IC50 in µM where a hit was titrated. 200,000 compounds, 0.007% hits; in the data active = displacement above about 50%; note: a part of the inactive calls stands beside numbers as strong as those of hits
MgcRacGAP inhibition = MgcRacGAP GTPase-activating activity inhibitors, confirmation, biochemical, ADP Hunter fluorescence. AID 624330. one-dose inhibition, % at 30 µM; IC50 in µM for titrated hits. MgcRacGAP-stimulated Rac1 GTP hydrolysis, ADP Hunter fluorescence; higher % means a stronger effect; GST-tagged Rac1 F28L mutant substrate. 340,000 compounds, 0.6% hits;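 active = first-screen hits whose inhibition reached a set limit at any dose in the follow-up dose series; inconclusive = inhibition above the set first-screen limit but never retested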;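 note: fluorescence reports GDP produced by GAP-driven GTP hydrolysis; strong numbers were not always called active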
Dengue-2 NS5 capping pilot replicate = second read-out of Dengue-2 NS5 capping, no call of its own (marks repeat the call); inhibition, %; measured here: pilot screen replicate inhibition
* marks the source's active call; other numbers are inactive results; u = inconclusive; x = no result given.

SMILES	AID2073	HIV peptide binding	Large T inhibition	LYP phosphatase	Dengue-2 NS5 capping	RSV CPE inhibition	SIAH1 antagonists	XIAP displacement	MgcRacGAP inhibition	others
CC(C)=NOc1nc(N2CCOCC2)nc(N2CCOCC2)n1	1.0%	-0.4%	10.5%	-5.9%	x	1.3%	-1.0%	x	x
CC(=O)N1N=C(c2ccccc2)CC1c1ccc2c(c1)OCO2 (configuration not stated)	-1.5%	1.0%	8.4%	-4.4%	6.2%	20.3%	4.9%	x	13.6%
COc1ccc(OC)c(NC(=O)CSc2nn3c(=O)c(C)nnc3s2)c1	-5.5%	1.5%	11.3%	-5.1%	-0.7%	2.1%	-4.1%	x	4.9%
C=CCC(NCc1ccccc1)c1ccc(C)o1 (configuration not stated)	x	x	8.5%	x	-4.0%	1.8%	x	x	2.5%
COc1ccc(CNCc2c(F)cccc2F)cc1OC	10.1%	2.1%	13.8%	-4.7%	x	0.0%	3.0%	x	24.6%
Cc1ccc(N=Nc2c(C)[nH]n(-c3ccccc3)c2=O)cc1	3.6%	0.1%	10.9%	3.8%	-3.2%	20.8%	-2.3%	3.2%	10.0%
CCOC(=O)c1sc(NC(=O)C2CC2)nc1C	-3.7%	1.2%	4.2%	-3.6%	-4.9%	0.6%	1.8%	0.7%	1.8%
C(=N\Nc1nncn1/N=C/c1ccco1)/c1ccco1	-12.4%	-2.1%	13.1%	-2.8%	5.6%	0.7%	11.3%	x	13.3%
COc1ccc(CC(=O)OCc2cc3ccc(C)cc3[nH]c2=O)cc1	5.8%	4.3%	4.4%	-4.1%	3.1%	2.7%	-0.8%	-8.2%	4.9%
NS(=O)(=O)c1ccc(CCNC(=O)c2ccc(OCC3CCCO3)cc2)cc1 (configuration not stated)	-6.7%	0.6%	7.6%	-0.8%	3.2%	1.4%	-1.9%	x	-0.9%

Arranged by heavy-atom count (smallest number first): 9 of the compounds above.
SMILES	AID2073	HIV peptide binding	Large T inhibition	LYP phosphatase	Dengue-2 NS5 capping	RSV CPE inhibition	SIAH1 antagonists	XIAP displacement	MgcRacGAP inhibition	others
CCOC(=O)c1sc(NC(=O)C2CC2)nc1C	-3.7%	1.2%	4.2%	-3.6%	-4.9%	0.6%	1.8%	0.7%	1.8%
C=CCC(NCc1ccccc1)c1ccc(C)o1 (configuration not stated)	x	x	8.5%	x	-4.0%	1.8%	x	x	2.5%
C(=N\Nc1nncn1/N=C/c1ccco1)/c1ccco1	-12.4%	-2.1%	13.1%	-2.8%	5.6%	0.7%	11.3%	x	13.3%
COc1ccc(CNCc2c(F)cccc2F)cc1OC	10.1%	2.1%	13.8%	-4.7%	x	0.0%	3.0%	x	24.6%
Cc1ccc(N=Nc2c(C)[nH]n(-c3ccccc3)c2=O)cc1	3.6%	0.1%	10.9%	3.8%	-3.2%	20.8%	-2.3%	3.2%	10.0%
CC(C)=NOc1nc(N2CCOCC2)nc(N2CCOCC2)n1	1.0%	-0.4%	10.5%	-5.9%	x	1.3%	-1.0%	x	x
COc1ccc(CC(=O)OCc2cc3ccc(C)cc3[nH]c2=O)cc1	5.8%	4.3%	4.4%	-4.1%	3.1%	2.7%	-0.8%	-8.2%	4.9%
COc1ccc(OC)c(NC(=O)CSc2nn3c(=O)c(C)nnc3s2)c1	-5.5%	1.5%	11.3%	-5.1%	-0.7%	2.1%	-4.1%	x	4.9%
NS(=O)(=O)c1ccc(CCNC(=O)c2ccc(OCC3CCCO3)cc2)cc1 (configuration not stated)	-6.7%	0.6%	7.6%	-0.8%	3.2%	1.4%	-1.9%	x	-0.9%

Carrying on:
SMILES	AID2073	HIV peptide binding	Large T inhibition	LYP phosphatase	Dengue-2 NS5 capping	RSV CPE inhibition	SIAH1 antagonists	XIAP displacement	MgcRacGAP inhibition	others
CSc1nc2ccc(NC(=O)C3CCCO3)cc2s1 (configuration not stated)	2.0%	-2.5%	13.6%	1.0%	-10.6%	1.3%	-4.4%	-1.8%	8.0%
COc1cc(COCC(O)CN2CCc3ccccc3C2)cc(OC)c1OC (configuration not stated)	-4.5%	0.8%	7.9%	4.8%	-2.7%	0.8%	-2.8%	-2.3%	5.2%
C/C(=N\NS(=O)(=O)c1ccc(C)c([N+](=O)[O-])c1)c1cc2ccccc2o1	11.1%	8.9%	14.0%	7.1%	-1.4%	13.0%	-1.3%	-7.4%	3.1%	Dengue-2 NS5 capping pilot replicate=-5.6
Cc1cc(C)c(C(N)=O)c(SCC(=O)c2cc(C)c(C)cc2C)n1	-1.7%	0.8%	20.2%	-2.1%	0.7%	9.0%	2.4%	1.9%	9.4%
COc1ccc(O)c(C(=O)c2cnn(-c3ccccn3)c2)c1	1.7%	-0.8%	5.1%	0.4%	-6.1%	2.7%	3.8%	-4.0%	10.7%
O=C1/C(=C2\C(=O)N(Cc3ccc(F)cc3)c3ccccc32)SC(=S)N1CCS(=O)(=O)O	11.5%	15µM*	12.6%	-1.2%	32.5µM*	2.3%	-3.3%	x	7.2%
COc1ccc(-n2ncc(C(=O)N3CCN(c4ccc(F)cc4)CC3)c2C)cc1	6.2%	0.4%	11.2%	-2.4%	x	x	13.0%	x	x
COCCn1cnc2c1c(=O)n(CC(=O)NC(=O)NC(C)(C)C)c(=O)n2Cc1ccccc1	23.2%	0.9%	-2.5%	-4.5%	-1.0%	1.7%	2.9%	x	5.8%
COc1ccc(-c2n[nH]c(=S)n2/N=C/C=C\c2ccccc2OC)cc1	-11.2%	-2.6%	u	2.8%	-2.2%	0.2%	-2.7%	1.5%	8.2%
CCN(Cc1ccncc1)C(=O)C1CCC(=O)N(Cc2ccc(Cl)cc2)C1 (configuration not stated)	1.0%	0.9%	4.9%	-12.4%	-7.7%	1.9%	-3.5%	x	7.5%
C=CCOc1nc2c(c(=O)n(C)c(=O)n2C)n1Cc1ccccc1Cl	-2.7%	1.9%	2.4%	2.9%	0.7%	-0.4%	-3.5%	-0.8%	4.8%
Cc1ccccc1-n1ncc2c1CC(C)(C)CC2NC(=O)C1=CC(=O)CC(C)(C)O1 (configuration not stated)	-3.0%	0.7%	4.7%	-3.3%	-5.8%	3.1%	12.1%	x	7.8%
CCOCCCNC(=O)c1cc2cc3cc(OC)ccc3nc2o1	10.8%	-0.4%	3.5%	-13.0%	-6.5%	2.7%	-6.7%	x	11.9%
COc1cccc(/C=C2\SC(=S)N(C(Cc3ccccc3)C(=O)O)C2=O)c1 (configuration not stated)	15.5%	30.7%	33.3%	-5.7%	44.4µM*	-0.1%	-0.1%	-3.0%	13.2%
CCC(C(=O)OCC(=O)Nc1ccc(Cl)c(S(=O)(=O)N(C)C)c1)c1ccccc1 (configuration not stated)	1.7%	2.8%	10.8%	-4.2%	-6.6%	4.9%	1.2%	-5.4%	1.4%
O=C(NCc1ccccc1)C1CCC(=O)N(CCCN2CCCC2=O)C1 (configuration not stated)	-6.2%	0.2%	-8.9%	-10.0%	0.0%	0.2%	0.4%	x	5.5%
CCOC(=O)Nc1cc(C(=O)OC)ccc1C	-2.2%	2.0%	6.5%	1.0%	-8.7%	-0.2%	3.0%	-5.1%	-5.3%
COc1cccc(C(=O)Nc2nc(-c3ccccc3)c(-c3ccccc3)o2)c1	11.1%	-2.1%	11.8%	-0.7%	3.6%	-0.4%	-2.2%	0.0%	15.3%
COc1ccccc1OCC(=O)Nc1ccccc1C(=O)Nc1cccc(C(=O)O)c1	11.8%	1.8%	4.1%	-9.1%	-9.4%	0.8%	-0.7%	x	4.6%
O=C1CC(NS(=O)(=O)c2ccc([N+](=O)[O-])cc2)CN1c1cccc(F)c1 (configuration not stated)	x	x	11.8%	x	6.7%	0.8%	x	x	10.7%
CC(Cc1cccs1)NC(=O)Nc1ccccc1 (configuration not stated)	7.9%	2.8%	13.4%	-11.2%	-6.8%	-0.1%	1.1%	-1.9%	4.2%
O=C(c1ccco1)N1N=C(c2cccs2)CC1c1cc([N+](=O)[O-])ccc1O (configuration not stated)	-0.6%	15.0%	14.3%	-9.1%	5.2%	7.7%	8.9%	x	3.2%
O=C1CC(SCCO)C(=O)N1c1ccc(Oc2ccccc2)cc1 (configuration not stated)	2.3%	-0.6%	9.5%	0.8%	-2.8%	0.2%	-2.8%	-5.6%	-2.6%
O=C(COC(=O)Cc1ccc(F)cc1)NC(=O)c1ccccc1	x	x	11.3%	x	-5.1%	0.6%	x	x	5.7%
COc1cccc(NC(=O)c2ccc(S(=O)(=O)N(C)C)cc2)c1	2.0%	-1.6%	-8.4%	-5.4%	-4.5%	0.5%	2.9%	-7.7%	5.3%
CC(C)C(c1nnnn1Cc1ccc(F)cc1)N1CCC(C(N)=O)CC1 (configuration not stated)	-4.2%	1.2%	-0.4%	1.9%	-0.7%	1.7%	0.1%	-2.5%	3.8%
Cc1c([N+](=O)[O-])c(C(=O)Sc2ccc(Br)cc2)nn1C	-38.8%	-1.5%	9.6%	-3.8%	0.0%	-0.9%	-1.8%	x	-1.9%
COc1ccc(Nc2nc3[nH]c(=O)cc(O)c3s2)cc1	87.5%	29.5%	21.4%	0.7%	21.4%	-1.0%	-1.1%	-9.1%	-4.4%
CCc1nnc2n1N=C(c1cccc([N+](=O)[O-])c1)CS2	8.1%	0.6%	15.2%	-4.5%	-10.0%	2.3%	-6.5%	x	0.4%
C/C(=N\N=C1\NC(=O)C(CC(=O)Nc2ccc(Cl)cc2)S1)c1ccco1 (configuration not stated)	2.2%	3.1%	31.9%	4.0%	-10.1%	14.8%	-1.8%	-3.1%	14.2%
CSc1ccc(-c2c(C#N)c(N)nc3c2CCCC3)cc1	26.5%	-1.5%	6.4%	-4.6%	-2.6%	-1.4%	-4.1%	-1.2%	8.7%
CCN(CC(=O)Nc1ccccc1OC)CC(=O)Nc1ccccc1C(F)(F)F	-2.7%	0.8%	1.2%	-3.5%	-0.7%	1.8%	-0.7%	-2.0%	-1.2%
COCCNC(=O)C(OC(=O)c1cccs1)c1ccccc1 (configuration not stated)	7.0%	-1.5%	-0.5%	-8.3%	-5.6%	0.2%	-3.1%	-4.5%	8.2%
CC(C)n1cc(/C=C2/NC(=O)NC2=O)c2ccccc21	-14.8%	-0.8%	3.1%	-2.4%	0.0%	14.8%	1.2%	-7.2%	4.9%
O=C(CSc1nncs1)Nc1ccc2c(c1)OCO2	9.1%	2.6%	8.4%	-10.5%	-0.8%	0.8%	19.3%	-4.8%	3.8%
CC(C)CC(=O)N1CCN(S(=O)(=O)c2ccccc2)CC1	4.1%	-1.1%	-7.6%	-5.4%	-2.0%	1.1%	-0.8%	-4.6%	4.7%
CCCC(CCC(=O)Nc1ccc(C(=O)OC)cc1)C(=O)O (configuration not stated)	39.1%	0.5%	1.2%	-5.2%	-4.0%	-0.1%	7.1%	2.2%	10.7%
